# From PubChem BioAssay
# PNC assembly inh – inhibitors of perinucleolar compartment assembly | 3.1% of 140,000 active | PC3M PTB-GFP, PNC prevalence imaging, 16 h; hits give low values | activity change (PNC), negative = inhibition, % at 10 µM;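 active means readout at or below -70, meaning at least 70% loss of cells showing the perinucleolar compartment, a nuclear body marking cancer cells; inconclusive means readout between -30 and a set limit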;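 further: plate controls were DMSO wells for no effect and camptothecin positive control wells for full effect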
#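 Compounds are pinned in duplicate onto adhered PC3M cells stably expressing GFP-tagged PTB and incubated 16 h at 37 C. Cells are then fixed, nuclei stained with Hoechst, and PNC-positive cells counted.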
# IMPase inh – membrane-permeable compound that blocks inositol monophosphatase; 120,000 tested, under 10 active; inhibition (IP1 accumulation), % at 46.1 µM; CHO-M1 cells, IP1 accumulation, HTRF TR-FRET ratio; P97697; active means well fitted curve in the direction sought with a large enough effect in the signal ratio, not every such curve was filed as active; inconclusive means small, poorly fitted or top-dose-only effect, or a change in a side signal; inactive means no such curve, though single readings can be large or run the other way; the % refers to the signal ratio;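 further: cells stimulated with carbachol in lithium chloride buffer; plate controls were DMSO basal wells for no effect and reference inhibitor wells for full effect; higher means more IMPase inhibition seen as more IP1 and lower FRET ratio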
# Target sequence (P97697 whole entry, looked up): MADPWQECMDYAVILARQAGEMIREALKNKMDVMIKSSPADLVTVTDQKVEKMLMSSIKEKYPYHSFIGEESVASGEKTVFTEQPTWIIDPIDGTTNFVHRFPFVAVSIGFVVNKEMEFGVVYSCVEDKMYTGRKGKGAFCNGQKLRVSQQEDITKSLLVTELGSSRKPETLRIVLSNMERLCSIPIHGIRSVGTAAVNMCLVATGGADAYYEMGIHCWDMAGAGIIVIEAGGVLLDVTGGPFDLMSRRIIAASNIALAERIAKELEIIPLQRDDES
#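 CHO-M1 cells (CHO stably expressing M1 receptor), compound up to 46 uM final, stimulated with carbachol (50 uM as added) in buffer with 50mM LiCl, pH 7.4, 30 min at 37C. Cytosolic IP1 read by TR-FRET; AC50 from Hill fits.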
# 12-hLO inh – 12-hLO (ALOX12) enzyme inhibition; Potency, µM (top dose mostly 57.1 µM), for inactives: at the highest dose activity change, negative = inhibition, usual class: inhibitors; P18054; 0.12% of 150,000 active; purified 12-hLO, xylenol orange hydroperoxide absorbance; further: potency means the concentration at half of the fitted maximal effect; nearly all actives have a fitted effect of over 55% in size; many of its hits are not listed in these tables
# Target sequence (P18054 whole entry, looked up): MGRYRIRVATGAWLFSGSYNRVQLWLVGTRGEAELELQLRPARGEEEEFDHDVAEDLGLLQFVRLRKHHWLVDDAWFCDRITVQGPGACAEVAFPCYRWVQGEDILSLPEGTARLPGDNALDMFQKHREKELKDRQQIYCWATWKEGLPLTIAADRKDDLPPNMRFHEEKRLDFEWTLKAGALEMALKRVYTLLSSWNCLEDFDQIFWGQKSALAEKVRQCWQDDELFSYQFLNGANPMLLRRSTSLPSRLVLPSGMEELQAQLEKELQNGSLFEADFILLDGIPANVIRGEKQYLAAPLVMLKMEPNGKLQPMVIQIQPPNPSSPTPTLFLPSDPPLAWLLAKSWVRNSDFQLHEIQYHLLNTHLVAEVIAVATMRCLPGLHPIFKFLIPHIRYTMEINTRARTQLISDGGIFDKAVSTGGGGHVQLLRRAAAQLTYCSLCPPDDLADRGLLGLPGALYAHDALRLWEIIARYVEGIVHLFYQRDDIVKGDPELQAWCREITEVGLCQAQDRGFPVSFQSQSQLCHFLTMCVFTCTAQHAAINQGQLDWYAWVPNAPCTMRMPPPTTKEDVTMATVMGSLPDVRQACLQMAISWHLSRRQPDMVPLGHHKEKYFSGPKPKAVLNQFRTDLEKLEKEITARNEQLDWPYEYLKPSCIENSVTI
#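 150 nM 12hLO, 25 mM Hepes pH 7.0 + 0.01% Triton X-100; cpd preinc 15 min RT; 40 uM arachidonic acid, 30 min RT; Fe-XO 30 min; A573/A405 ratio as read-out.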
# ALOX15B inhib – 15-hLO-2 (ALOX15B) enzyme inhibition; 0.56% of 110,000 active; Potency, µM (titrated, usually from 57.1 µM), inactives show at the highest dose activity change, negative = inhibition, actives largely listed as inhibitors; O15296; purified 15hLO-2, xylenol orange hydroperoxide absorbance; further: potency means the concentration at half of the fitted maximal effect; nearly all actives have a fitted effect of over 60% in size; many of its hits are not listed in these tables
#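 Purified human 15hLO-2 (50 nM) preincubated 15 min with compound, then 45 uM arachidonic acid for 90 min at RT in 25 mM Hepes pH 7.5, 0.01% Triton X-100. Hydroperoxide detected by Fe-xylenol orange; 573/405 nm absorbance ratio.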
# Starred values were filed as active, the others as inactive; ? = inconclusive; / = no result given; [ ] = remark or other dose. Unless noted, the call rests on the fitted dose curve; in most records, active means well fitted curve in the direction sought with a large enough effect; inconclusive means small, poorly fitted or top-dose-only effect, or another doubt; inactive means no such curve, though single readings can be large; an effect the other way counts as inactive or inconclusive. Unless noted, on the % scale 0 is the no-effect control and ±100 the full control effect. A portion of the library (hit frequency here may not be typical).
SMILES,PNC assembly inh,IMPase inh,12-hLO inh,ALOX15B inhib
CC1(C)CC(=O)CC(=Nc2ccc3[nH]c(=O)[nH]c3c2)C1,?,8,6%,1%
CN(C)Cc1nc2c(c(=O)[nH]1)C(C)(C)Cc1ccccc1-2,?,1,3%,33%[activator]
COc1c2ccc(C(=O)NCCCCc3ccccc3)cc2nn1C,?,1,2%,-5%
O=C(Nc1cc(C(F)(F)F)ccc1N1CCOCC1)c1c(F)c(F)c(F)c(F)c1F,?,-5,0%,0%
CCOC(=O)COc1cccc2c(=O)n(CC(=O)NCCc3ccccc3)ccc12,61,/,-1%,/
O=C(CSc1nnc2scc(-c3ccc(Cl)cc3)n12)NCc1ccco1,-13,10,5%,-1%
CC(C)Cc1nnc(NS(=O)(=O)Cc2ccccc2)s1,?,5,3%,1%
O=C(c1sc2ccccc2c1Cl)N(Cc1ccccc1)C1CCS(=O)(=O)C1 (stereo not given),67,-16,-7%,-2%
O=C1c2ccccc2NC(c2ccc(O)cc2)N1Cc1ccco1 (stereo not given),-26,-3,-10%,-17%
O=C(Cn1c(C(F)(F)F)nc2ccccc21)c1ccc(Cl)cc1,?,-3,-2%,6%
CCOC(=O)c1ccc(NC(=O)CN2C(=O)CCC2=O)cc1,5,?,-2%,/
CCOC(=O)CN(C(=O)CSc1nnc(CNc2ccc(C)cc2C)o1)c1ccccc1,-11,2,-14%,-8%
CCN(CC)S(=O)(=O)c1ccc(C(=O)Oc2ccc3c(c2)OCO3)cc1,?,3,-1%,-11%
COc1ccc(N(Cc2cc3ccccc3[nH]c2=O)S(C)(=O)=O)cc1,?,/,-3%,/
C/C(=N/NC(=O)Cc1c(C)[nH][nH]c1=O)c1ccc(O)cc1,-3,6,2%,/
COc1ccc(CNC(=O)CSc2ccc(Br)cc2)cc1OC,-28,3,10%,/
CC1=C(C(=O)Nc2ccccc2)C(c2ccc3c(c2)OCO3)C2=C(CCCC2=O)N1 (stereo not given),1,1,33%[activator],5%
O=C(NC1CCCCCC1)c1nc2ncccn2n1,23,3,-6%,-9%
Cc1ccc(C)n1-c1cccc(NC(=O)c2ccccc2)c1,28,/,4%,/
CCOC(=O)COc1ccc2ccccc2c1/C=C/[N+](=O)[O-],-10,2,1%,/
COC(=O)C(C(=O)Nc1ccccc1C)C1CCCC1 (stereo not given),-83*,3,0%,-2%
Cc1ccc(C)c(N2CCN(S(=O)(=O)c3ccc4c(c3)OCCO4)CC2)c1,46,2,5%,-2%
CC(C)NC(=O)c1cc(-c2ccco2)on1,?,-2,0%,-4%
CC(=O)Nc1ccc(-c2nnc(SCC(=O)NCc3ccco3)n2C)cc1,1,-3,-7%,4%
O=C(COC(=O)c1oc2ccccc2c1COc1ccccc1)NCCN1C(=O)CSC1=O,19,13,-2%,/

# Single records, as listed above. Order of values: PNC assembly inh | IMPase inh | 12-hLO inh | ALOX15B inhib
# Results for C/C(=N/NC(=O)Cc1c(C)[nH][nH]c1=O)c1ccc(O)cc1 = -3 | 6 | 2% | /
# Results for COc1ccc(CNC(=O)CSc2ccc(Br)cc2)cc1OC = -28 | 3 | 10% | /
# Results for CC(=O)Nc1ccc(-c2nnc(SCC(=O)NCc3ccco3)n2C)cc1 = 1 | -3 | -7% | 4%
# Results for CCOC(=O)COc1cccc2c(=O)n(CC(=O)NCCc3ccccc3)ccc12 = 61 | / | -1% | /
# Results for CCN(CC)S(=O)(=O)c1ccc(C(=O)Oc2ccc3c(c2)OCO3)cc1 = ? | 3 | -1% | -11%

# Remaining list, next part
SMILES,PNC assembly inh,IMPase inh,12-hLO inh,ALOX15B inhib
COC(=O)C(C)C1Sc2ccccc2NC1=O (stereo not given),?,-1,2%,0%
CCOC(=O)N1CCN(C(=O)c2oc3ccc(S(=O)(=O)N4CC(C)CC(C)C4)cc3c2C)CC1 (stereo not given),114,11,5%,-1%
Cn1c(=O)c2c(nc(SCCCC#N)n2Cc2ccccc2F)n(C)c1=O,-22,0,-1%,/
CS(=O)(=O)N(CC(=O)N1CCOCC1)Cc1ccc(Cl)cc1,-20,-7,-3%,5%
CCc1nc(N2CCN(C(=O)c3ccccc3)CC2)c(C#N)c2c1COC(C)(C)C2,?,6,-6%,-2%
COc1ccccc1OC(C)c1nnc(SCC(=O)Nc2c(C)n(C)n(-c3ccccc3)c2=O)n1-c1ccccc1 (stereo not given),45,2,7%,/
COc1cc2c(cc1OC)CN(C(=O)Cc1ccc(OC)c(S(=O)(=O)N3CCOCC3)c1)CC2,7,-3,-5%,-1%
Oc1ccc2c(c1)OCO2,/,/,-2%,-3%
O=C(CC(c1ccccc1)c1ccccc1)Nc1ccc(Cl)cn1,-20,12,-5%,11%
Cc1ccc(S(=O)(=O)N(C(=O)c2ccncc2)c2ccc(OC(=O)c3ccncc3)cc2)c(C)c1,-14,/,0%,/
c1ccc2c(c1)Cn1nc(Cc3nc4c(s3)CCCC4)nc1-2,-14,?,-4%,5%
Cc1ccc(NC(=O)NC(=O)CSc2nnnn2C)c(C)c1,-23,-3,-4%,-3%
O=S(=O)(c1cccs1)n1cnc2ccccc21,?,?,-4%,-6%
CC(C)OP(=O)(c1ccc(N(C)C)cc1)C(O)c1c(Cl)cccc1Cl (stereo not given),2,5,2%,0%
O=C(NCCc1ccccn1)C(F)(F)C(F)(F)C(F)(F)C(F)(F)C(F)(F)C(F)F,-28,/,1%,/
COc1cccc(C2=CC(c3ccccc3)n3nnnc3N2)c1 (stereo not given),27,-4,-5%,-16%
c1ccc2[nH]c3cc4ncnc4cc3nc2c1,-81*,/,-3%,/
Cc1ccc(-c2nnn(CC(=O)N(Cc3ccccc3F)C(C(=O)NC3CCCC3)c3ccncc3)n2)o1 (stereo not given),9,-2,-6%,/
Cc1ccc(OCC(O)CN2CCN(CC(O)COc3ccc(C)cc3)CC2)cc1 (stereo not given),?,-3,-3%,35%[activator]
O=C(CN(c1ccccc1)S(=O)(=O)c1ccccc1)Nc1ccccc1C(=O)NCc1ccco1,-21,-11,-1%,/
COc1ccc(N2CCN(c3nc(Nc4ccc(F)cc4)nc(OC)n3)CC2)cc1,16,14,0%,4%
COc1ccc(C2(O)CCN(C(=O)Cc3cccnc3)CC2)cc1,32,3,-2%,-7%
CC1CCCCN1CC(=O)NC(=O)NCc1ccccc1 (stereo not given),18,/,-2%,/
CC(=O)c1c(C)nn(CC(O)Cn2c3c(c4cc(C)ccc42)CCCC3=O)c1C (stereo not given),?,2,-6%,-3%
COc1ccccc1NC(=O)N1CCN(c2cccc(C(F)(F)F)c2)CC1,?,8,-12%,6%[2.29 µM]

# (continued)
SMILES,PNC assembly inh,IMPase inh,12-hLO inh,ALOX15B inhib
O=C(CCn1c(=O)[nH]c2ccccc2c1=O)Nc1ccccc1,?,0,-1%,-6%
Cc1nc(SCC(=O)N2CCCc3ccccc32)c2oc3ccccc3c2n1,8,1,-7%,5%
COc1ccc(CCNC(=O)C(=O)NCc2ccc(C(C)C)cc2)cc1OC,-3,3,4%,15%
Cc1cc(C)c2c(N=NN3CCCCC3)[nH]nc2n1,?,-2,-4%,/
CC1CN(C(=S)SCC(=O)c2ccccc2)CC(C)O1 (stereo not given),2,/,-2%,/
CC1=CC(C)(C)Nc2ccc(OC(=O)C(Cc3ccccc3)N3C(=O)C4CCCCC4C3=O)cc21 (stereo not given),2,-1,-6%,-10%
CCCc1nc2c(=O)n(C)c(=O)[nH]c2n1C,13,-5,1%,3%
COCCn1c(COc2cccc(OC)c2)nnc1SCC(=O)N1CCOCC1,-25,6,-7%,4%
Clc1ccccc1-c1nnc2sc(-c3ccc(Br)o3)nn12,12,-19,-9%,-13%
CC(=O)N(CCN(C(C)=O)c1ccccc1)c1ccccc1,?,-1,1%,-3%
O=C(Nc1cc(Cl)cc(Cl)c1)c1ccc(Cn2c(=O)[nH]c3ccsc3c2=O)cc1,37,/,-1%,/
Cc1ccc(C(=O)N/C(=C/c2ccc(Cl)cc2)C(=O)NCC2CCCO2)cc1 (stereo not given),?,/,-1%,/
CCOC(=O)c1c(C)[nH]c(C(=O)COC(=O)COc2ccccc2C)c1C,-24,/,4%,/
N#Cc1cc(C(=O)c2ccccc2OCC(=O)Nc2ccccc2)cn(C2CCCCC2)c1=O,17,-5,-1%,/
O=C(Cn1cnc2c(cnn2-c2ccccc2)c1=O)NCCc1ccccc1,?,-6,-1%,/
O=C(COc1ccc([N+](=O)[O-])cc1)NN=C1CCCC1,12,-2,-6%,0%
O=C(Nc1ccccn1)c1ccc2ccccc2n1,-21,3,-3%,-8%
Cc1ccc(-c2nnn(CC(=O)Nc3ccccc3-c3ccccc3)n2)c(-n2cnnn2)c1,-9,6,-4%,1%
O=c1cc(-c2ccccc2)nc(N2CCCCC2)[nH]1,?,0,-13%,-1%
CS(=O)(=O)N(CC(=O)Nc1cc(Cl)ccc1Cl)c1ccccc1Cl,-7,-4,-4%,0%
COc1cccc(C(=O)Nc2cccc(SC)c2)c1,-28,-7,8%,-7%
Cc1ccc(S(=O)(=O)NNC(=O)C2Cc3c(ccc4ccccc34)O2)cc1 (stereo not given),?,6,3%,/
CC(C)C(c1nnnn1C1CCCCC1)N1CCN(c2ncccn2)CC1 (stereo not given),15,13,-2%,1%
Cc1cccc(-c2nc(CS(=O)CC(=O)NC3CCCC3)c(C)o2)c1 (stereo not given),-6,1,3%,-3%
COCn1c(COc2ccc3ccccc3c2)nc2ccccc21,-19,?,-20%,/

# Remaining list, next part.
SMILES,PNC assembly inh,IMPase inh,12-hLO inh,ALOX15B inhib
O=C(CN(Cc1ccccc1F)C(=O)Cn1nnc(-c2cccs2)n1)NCC1CCCO1 (stereo not given),-12,3,-5%,-1%
S=c1[nH]nc(COc2ccccc2)n1/N=C/c1cccs1,?,4,-12%,/
O=C(O)C1CCCCC1C(=O)Nc1ccc(Cl)cc1 (stereo not given),-27,6,19%,2%
CCn1c(C(=O)Nc2ccsc2C(=O)OC)cc2sc(Cl)cc21,35,4,-2%,4%
O=S(=O)(NCC1OCCc2ccccc21)c1ccc(S(=O)(=O)N2CCOCC2)cc1 (stereo not given),22,3,-7%,2%
Cc1[nH]c(=S)sc1Cc1ccc(Cl)c(Cl)c1,-4,/,?,/
Cc1cc(C)nc(NS(=O)(=O)c2ccc(NC(=O)CSc3nc4ccccc4[nH]3)cc2)n1,0,/,0%,/
CCN1CCN(Cc2ccc(NC(=O)Nc3ccccc3Cl)cc2)CC1,69,5,1%,/
COc1cc(NC(=O)C(C)C)ccc1NC(=O)c1ccco1,4,4,-2%,2%
COc1ccccc1N1C(=O)CC(Sc2nc(C)cc(C)n2)C1=O (stereo not given),12,-7,-6%,3%
Cc1nn(C)c(C)c1C1C(C#N)=C(N)Oc2n[nH]c(C)c21 (stereo not given),-7,/,-1%,/
NS(=O)(=O)c1ccc(CCNC(=O)C2CCN(S(=O)(=O)c3cnc[nH]3)CC2)cc1,12,-1,1%,-2%
COc1ccc(-c2ccc(SCC(=O)NCc3ccco3)nn2)cc1OC,9,2,-2%,-10%
COc1ccc(/C=N/NC(=O)C[n+]2ccccc2)c(OC)c1OC,-12,/,1%,/
CC(=O)Nc1cccc(NC(=O)c2oc3ccccc3c2C)c1,-11,-13,-5%,7%
O=C1C(c2ccccc2)C(c2ccccc2)NC(c2ccccc2)C1c1ccccc1 (stereo not given),-4,?,-8%,9%
CC(=O)Nc1cc(C(=O)N2CCc3ccccc3C2)ccc1Sc1ccc(C)cc1,?,/,-5%,/
COc1ccc(C(=O)Nc2ccccc2-c2nnn(CC(=O)NCc3ccco3)n2)cc1,-7,1,-7%,-1%
CCOC(=O)C/C(C)=N/NC(=O)CN(c1ccc(Br)cc1)S(=O)(=O)c1ccccc1,20,/,-1%,/

# Molecules shown so far containing a CF3 group (three):
SMILES,PNC assembly inh,IMPase inh,12-hLO inh,ALOX15B inhib
O=C(Nc1cc(C(F)(F)F)ccc1N1CCOCC1)c1c(F)c(F)c(F)c(F)c1F,?,-5,0%,0%
O=C(Cn1c(C(F)(F)F)nc2ccccc21)c1ccc(Cl)cc1,?,-3,-2%,6%
COc1ccccc1NC(=O)N1CCN(c2cccc(C(F)(F)F)c2)CC1,?,8,-12%,6%[2.29 µM]
